Tau fluor counter – counter-screen for tau fibril formation inhibitors. tau K18 P301L Alexa594 fluorescence, heparin fibrillization. Potency, µM (series often up to 57.7 µM), inactives show at the highest dose activity change, negative = decrease. 0.93% of 280,000 active. AID 1463; further: nearly all actives have a fitted effect of over 55% in size
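Human tau K18 P301L (15 uM unlabeled, 0.24 uM Alexa 594-labeled) in 100 mM sodium acetate pH 7 with 20 uM heparin, 6 hr at 37 C. ThT 30 uM added, 1 hr ambient; Alexa 594 FP and total fluorescence read at 555/632 nm.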
Tau FP inhib – blocks human tau fibril formation measured by polarization | 0.39% of 280,000 active | K18 P301L tau heparin fibrillization, Alexa594 FP, 6 h | AID 1468 | Potency, µM (titrated, usually from 57.7 µM), for inactives: top-dose activity, negative = inhibition, most hits filed as inhibitors | P10636; further: nearly all actives have a fitted effect of over 55% in size
Target sequence (P10636 561-689 P618L limits assumed): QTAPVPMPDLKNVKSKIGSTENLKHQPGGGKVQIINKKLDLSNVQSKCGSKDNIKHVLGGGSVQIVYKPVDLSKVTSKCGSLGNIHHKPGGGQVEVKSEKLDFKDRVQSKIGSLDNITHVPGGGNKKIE
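Steps: dispense K18 P301L tau (15 uM plus 0.24 uM Alexa 594 tracer, final) in pH 7 sodium acetate; add compound; add heparin (20 uM final); incubate 6 hr, 37 C; add ThT (30 uM final); after 1 hr ambient, read FP.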
Tau fibril ThT – inhibitors of human tau fibril formation, thioflavin T binding; P10636; 2.1% of 270,000 active; recombinant tau K18 P301L (four-repeat tau fragment), heparin-induced fibrillization, ThT fluorescence; Potency, µM (doses to about 57.4 µM), for inactives: top-dose activity, negative = inhibition, most hits filed as inhibitors; further: nearly all actives have a fitted effect of over 55% in size
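Aggregation was driven by heparin (20 uM final) acting on recombinant tau […] bearing P301L in 100 mM sodium acetate pH 7; fibrils were detected with Thioflavin T.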
Starred values were filed as active, the others as inactive; ? = inconclusive; [ ] = remark or other dose. The call rests on the fitted dose curve; in most records, active means well fitted curve in the direction sought with a large enough effect; inconclusive means small, poorly fitted or top-dose-only effect, or another doubt; inactive means no such curve, though single readings can be large; an effect the other way counts as inactive or inconclusive. On the % scale 0 is the no-effect control and ±100 the full control effect; potency means the concentration at half of the fitted maximal effect. These rows are one share of the data, so the mix of outcomes need not match the whole.

SMILES | Tau fluor counter | Tau FP inhib | Tau fibril ThT
CCN(CC)CCNC(=O)c1sc2nc(C)cc(C)c2c1-n1cccc1 | 11% | 12% | 5%
CCC1CCCCN1C(=O)Cn1c(=O)n(-c2ccccc2C(F)(F)F)c(=O)c2c(C)c(C(=O)N(C)C)sc21 (stereo not drawn) | 0% | -1% | 2%
CCC1CN(C(=O)N2CCC(C(=O)NCc3ccc(N(C)C)cc3)CC2)c2ccccc2O1 (stereo not drawn) | -18% | 9% | -16%
CCOC(=O)c1c(C)[nH]c(C)c1S(=O)(=O)N1CCC(C(=O)NCc2ccc(C)cc2)CC1 | -2% | 1% | 5%
CCOc1ccccc1NC(=O)C(C)Sc1cc(-c2ccccc2)nc(C)n1 (stereo not drawn) | -18% | -11% | ?
O=C1CC(=O)Nc2cc(S(=O)(=O)Nc3ccc(F)cc3Cl)ccc2N1 | -3% | -1% | -3%
CCc1cccc(NC(=O)c2ccc(NC(=O)N3CCSc4ncccc43)cc2)c1 | -26% | -5% | -17%
COc1ccc(-c2noc(-c3ccc(N4CCN(c5ccccc5)CC4)c([N+](=O)[O-])c3)n2)cc1 | -29% | -11% | 0%
CCc1cccc(C)c1NC(=O)CN1C(=O)C2(SCC(=O)N2c2cc(C)cc(C)c2)c2ccccc21 (stereo not drawn) | -17% | -1% | -12%
CCOc1ccc(-c2nnc(SCC(=O)NCCc3ccccc3)nc2-c2ccc(OCC)cc2)cc1 | 0% | 0% | -1%
CCOC(=O)c1noc2nc(C)n(Cc3ccc([N+](=O)[O-])cc3)c(=O)c12 | 3% | -2% | 0%
COc1ccccc1CNC(=O)CN1C(=O)CCc2cc(S(=O)(=O)N3CCCCC3)ccc21 | -5% | -3% | 6%
Cc1cc(C)c2oc(C(=O)Nc3c(C(=O)c4ccc(F)cc4)oc4ccccc34)cc(=O)c2c1 | -23% | -3% | -17%
O=C(CN1C(=O)CCSc2ccc(S(=O)(=O)N3CCCC3)cc21)Nc1cccc(F)c1 | -6% | -5% | 13%
CSCCC(NS(=O)(=O)c1ccc2c(c1)oc(=O)n2C)C(=O)N1CCN(c2ccc(F)cc2)CC1 (stereo not drawn) | -10% | -2% | 0%
Cc1nc(-c2ccc(S(=O)(=O)N3CCN(c4ccccc4F)CC3)cc2)co1 | ? | 2% | -12%
CCC(Sc1nc2nccnc2c(=O)n1Cc1ccc(OC)cc1)C(=O)NC1CCCCC1 (stereo not drawn) | -2% | 0% | 1%
COc1cc(C(=O)Nc2cc(C)ccc2OCc2cc(=O)n3cc(C)sc3n2)cc(OC)c1OC | -5% | -3% | 1%
COc1ccc(NC(=O)Cn2c(-c3ccc(F)cc3)cc(C(C)=O)c2C)c(OC)c1 | -9% | -5% | -7%
Cc1cc(Nc2ccccc2Cl)n2nc(-c3ccco3)nc2n1 | -11% | -6% | -17%
O=C(CSc1nc2c([nH]c3ccccc32)c(=O)n1-c1ccc(Cl)cc1)NCc1ccccc1 | -6% | -10% | 16%
CN1CCN(CCCNC(=O)c2ccc3nc(Cc4ccccc4)oc3c2)CC1 | 4% | 2% | 7%
CCn1c(SCC(=O)N2CCC(C)CC2)nnc1-c1ccccc1O | 1% | -2% | 3%
COc1ccc(N2C(=O)CSC23C(=O)N(Cc2ccc(C)cc2)c2ccccc23)cc1Cl (stereo not drawn) | -13% | -11% | -5%
CCCS(=O)(=O)N1CC(=O)N(c2cc(C)cc(C)c2)C(C)(C(=O)NC2CCCCCC2)C1 (stereo not drawn) | -1% | -4% | 1%
CCN1CCN(Cc2nc3cc(NC(=O)c4cc(OC)c(OC)c(OC)c4)ccc3n2CC)CC1 | 2% | -3% | 3%
COc1ccccc1C(=O)NCC(c1cccnc1)N1CCc2ccccc2C1 (stereo not drawn) | -18% | -14% | ?
COc1cc(OC)cc(C(=O)NCCc2csc(-c3ccc(C(F)(F)F)cc3)n2)c1 | -16% | 12% | -8%
Cc1ccc(C)c(NC(=O)c2cc(S(=O)(=O)NCCC3=CCCCC3)ccc2F)c1 | -30% | -13% | -8%
O=C(Cn1nc(N2CCN(c3ccccc3)CC2)ccc1=O)NCc1ccccc1F | -15% | 2% | -11%
Cc1cn(C)c(CC(=O)N2CCN(c3ccccc3F)CC2)c1C(=O)O | 6% | -3% | 11%
CCOc1ccccc1CNC(=O)c1[nH]c2ccccc2c1Sc1ccccc1 | -15% | -10% | -8%
CCCNc1ccc(-c2nc(-c3ccco3)no2)cc1[N+](=O)[O-] | -3% | -1% | 0%
Cc1ccccc1C(=O)NCC(c1cccnc1)N1CCc2ccccc21 (stereo not drawn) | -16% | -12% | -5%
CCN(CC)S(=O)(=O)c1ccc(NC(=O)NCc2noc3ccc(C)cc23)cc1 | 13µM*[quencher] | 14µM* | 8%
Cc1ccc(NC(=O)CCn2nc(C)c3c(C)n(-c4ccccc4)nc3c2=O)cc1Cl | 4% | 0% | 5%

21 of the compounds above, as comma-separated lines.
Structure,Tau fluor counter,Tau FP inhib,Tau fibril ThT
Cc1nc(-c2ccc(S(=O)(=O)N3CCN(c4ccccc4F)CC3)cc2)co1,?,2%,-12%
CCC(Sc1nc2nccnc2c(=O)n1Cc1ccc(OC)cc1)C(=O)NC1CCCCC1 (stereo not drawn),-2%,0%,1%
COc1cc(C(=O)Nc2cc(C)ccc2OCc2cc(=O)n3cc(C)sc3n2)cc(OC)c1OC,-5%,-3%,1%
COc1ccc(NC(=O)Cn2c(-c3ccc(F)cc3)cc(C(C)=O)c2C)c(OC)c1,-9%,-5%,-7%
Cc1cc(Nc2ccccc2Cl)n2nc(-c3ccco3)nc2n1,-11%,-6%,-17%
O=C(CSc1nc2c([nH]c3ccccc32)c(=O)n1-c1ccc(Cl)cc1)NCc1ccccc1,-6%,-10%,16%
CN1CCN(CCCNC(=O)c2ccc3nc(Cc4ccccc4)oc3c2)CC1,4%,2%,7%
CCn1c(SCC(=O)N2CCC(C)CC2)nnc1-c1ccccc1O,1%,-2%,3%
COc1ccc(N2C(=O)CSC23C(=O)N(Cc2ccc(C)cc2)c2ccccc23)cc1Cl (stereo not drawn),-13%,-11%,-5%
CCCS(=O)(=O)N1CC(=O)N(c2cc(C)cc(C)c2)C(C)(C(=O)NC2CCCCCC2)C1 (stereo not drawn),-1%,-4%,1%
CCN1CCN(Cc2nc3cc(NC(=O)c4cc(OC)c(OC)c(OC)c4)ccc3n2CC)CC1,2%,-3%,3%
COc1ccccc1C(=O)NCC(c1cccnc1)N1CCc2ccccc2C1 (stereo not drawn),-18%,-14%,?
COc1cc(OC)cc(C(=O)NCCc2csc(-c3ccc(C(F)(F)F)cc3)n2)c1,-16%,12%,-8%
Cc1ccc(C)c(NC(=O)c2cc(S(=O)(=O)NCCC3=CCCCC3)ccc2F)c1,-30%,-13%,-8%
O=C(Cn1nc(N2CCN(c3ccccc3)CC2)ccc1=O)NCc1ccccc1F,-15%,2%,-11%
Cc1cn(C)c(CC(=O)N2CCN(c3ccccc3F)CC2)c1C(=O)O,6%,-3%,11%
CCOc1ccccc1CNC(=O)c1[nH]c2ccccc2c1Sc1ccccc1,-15%,-10%,-8%
CCCNc1ccc(-c2nc(-c3ccco3)no2)cc1[N+](=O)[O-],-3%,-1%,0%
Cc1ccccc1C(=O)NCC(c1cccnc1)N1CCc2ccccc21 (stereo not drawn),-16%,-12%,-5%
CCN(CC)S(=O)(=O)c1ccc(NC(=O)NCc2noc3ccc(C)cc23)cc1,13µM*[quencher],14µM*,8%
Cc1ccc(NC(=O)CCn2nc(C)c3c(C)n(-c4ccccc4)nc3c2=O)cc1Cl,4%,0%,5%

The results go on.
SMILES | Tau fluor counter | Tau FP inhib | Tau fibril ThT
Cc1ccc(CNC(=O)C2COc3ccccc3C2)cc1 (stereo not drawn) | -5% | -6% | -12%
Cc1ccc(CSc2nc3cccnc3n2Cc2ccc(C(=O)NC3CCCCC3)cc2)cc1 | -16% | -5% | -7%
CC(CNC(=O)c1cc2cc(S(=O)(=O)N3CCCCC3)ccc2n1C)c1ccccc1 (stereo not drawn) | -18% | -8% | -6%
Cc1cc(C)n(C(C)CC(=O)NCc2ccc(N(C)C)cc2)n1 (stereo not drawn) | -7% | -4% | -8%
Cc1ccccc1OCC(=O)Nc1nnc(S(=O)(=O)N2CCCC2)s1 | -26% | 7% | ?
COc1cc(OC)cc(C(=O)Nc2nc(-c3nnn(-c4ccc(F)c(Cl)c4)c3C)ns2)c1 | -15% | ? | -6%
COC(=O)c1cc(NC(=O)Cn2nc(C)n3cccc3c2=O)cc(C(=O)OC)c1 | -17% | -7% | -11%
Cc1cccc(CSc2cn(CC(=O)N3CCCCC3)c3ccccc23)c1 | -19% | -9% | ?
COc1ccc(NC(=O)Nc2cc(C(=O)NCc3ccc(C)cc3)ccc2N2CCCC2)cc1 | ? | ? | 6%
COc1ccc(-c2nc(SCC(=O)Nc3cccc(C(C)=O)c3)n[nH]2)cc1 | 0% | ? | 2%
COC(=O)CN1C(=O)CSc2ccc(S(=O)(=O)Nc3cc(C)ccc3C)cc21 | -4% | 4% | 10%
COc1ccc(CNC(=O)c2cnn(-c3ccccc3)c2-n2cccc2)cc1OC | -18% | 1% | -10%
Cc1ccc(Cl)cc1N1CCN(C(=O)c2cnn(-c3ccc(Cl)cc3)c2C2CCNCC2)CC1 | -8% | -8% | ?
COc1cc(CNC(=O)c2sc3ncccc3c2-n2cccc2)cc(OC)c1OC | -18% | -4% | -8%
Cc1ccc(CNC(=O)CSc2nc3ccsc3c(=O)n2-c2ccc(Br)cc2)cc1 | -16% | -4% | -3%
COc1ccc(Cn2ccc3nc(C)c(C(=O)N4CCN(c5ccccc5F)CC4)cc3c2=O)cc1 | -12% | -1% | -15%
O=C(c1ccco1)N1CCN(c2nc3c(Cl)cccc3s2)CC1 | -6% | -4% | ?
Cc1cc(Nc2cccc(C(F)(F)F)c2)nc2ccc(NC(=O)Cc3ccc(Cl)cc3)cc12 | 7.9µM*[quencher] | ? | ?
Cc1ccc(CNc2nc(-c3ccco3)nn2S(=O)(=O)c2ccc3ccccc3c2)cc1 | -26% | ? | 11%
CC(C)OCCCn1c(=O)c2ccccc2n2c(-c3ccccc3F)nnc12 | -16% | ? | 1%
COCCCNc1oc(-c2ccc(COc3ccc(Cl)cc3)o2)nc1C#N | 11µM*[quencher] | ? | ?
COc1ccc(C)cc1NC(=O)Cn1cc(S(=O)(=O)Cc2ccccc2Cl)c2ccccc21 | ? | -4% | 0%
O=S(=O)(NCc1ccc(Cl)cc1)c1ccc(-c2cnc(C3CC3)o2)cc1 | -16% | -1% | -6%
COCCNC(=O)c1cccc(-n2c(C)nc3cccnc32)c1 | 0% | 1% | 5%
COc1ccc(-c2csc3ncnc(Nc4ccc(OC)cc4OC)c23)cc1 | ? | 13% | ?
COc1ccc(N2CCN(C(=O)c3cc(-c4ccc(C)c(F)c4)on3)CC2)cc1 | ? | 11% | ?
CCCC(=O)Nc1nnc(S(=O)(=O)N(C)c2ccccc2)s1 | ? | -7% | 2.5µM*
COc1ccccc1NC(=O)C1CCN(S(=O)(=O)c2ccc3[nH]c4c(c3c2)CCCCC4)CC1 | ? | 0% | -4%
O=C(Cn1c(-c2cccs2)cc2ccccc21)NCCCN1CCN(c2ccc(F)cc2)CC1 | -22% | 13% | -11%
O=C(CN1C(=O)c2ccccc2Sc2ccc(C(=O)N3CCOCC3)cc21)Nc1ccc(Cl)cc1F | -4% | -3% | 1%
O=C(CCn1ccc2cc(S(=O)(=O)N3CCCC3)ccc21)NCc1ccccc1Br | -7% | 0% | 9%
O=C(NCCc1ccccc1)c1cc(Sc2cccc(Cl)c2)nc2ccccc12 | -16% | -6% | -5%
COc1ccc(OC)c(CNC(=O)CCC(=O)N2Cc3ccccc3Oc3ncccc32)c1 | -2% | -3% | 11%
CCn1c(=O)c2sccc2n2c(CCCC(=O)N3CCN(c4cc(C)ccc4C)CC3)nnc12 | -6% | 7% | -8%
COC(=O)c1c(-c2cccs2)csc1NC(=O)COc1ccc(C)cc1 | -27% | -4% | ?

A second format for some results above.
Each structure is followed by: Tau fluor counter | Tau FP inhib | Tau fibril ThT
CC(C)OCCCn1c(=O)c2ccccc2n2c(-c3ccccc3F)nnc12
  -16% | ? | 1%
COC(=O)c1c(-c2cccs2)csc1NC(=O)COc1ccc(C)cc1
  -27% | -4% | ?
